Assay outcomes deposited in PubChem BioAssay by several laboratories.
Rv3671c inh: inhibitors of M. tuberculosis serine protease Rv3671c | P9WHR9 | inhibition, % at 5.96 µM | 320,000 compounds, 0.048% hits | AID 2606; in the data active means inhibition above about 38%;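 further: extracellular domain of Rv3671c used as enzyme; 0% = enzyme with DMSO and 100% = no enzyme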
Mtb UGM inh: blocks M. tuberculosis UGM enzyme. P9WIQ1. purified UGM, fluorescence polarization probe displacement. inhibition, % at 10 µM. 320,000 compounds, 0.06% hits. AID 504406; in the data active means inhibition above about 10%, passing the limit was not always enough
Target sequence (P9WIQ1 whole entry, looked up): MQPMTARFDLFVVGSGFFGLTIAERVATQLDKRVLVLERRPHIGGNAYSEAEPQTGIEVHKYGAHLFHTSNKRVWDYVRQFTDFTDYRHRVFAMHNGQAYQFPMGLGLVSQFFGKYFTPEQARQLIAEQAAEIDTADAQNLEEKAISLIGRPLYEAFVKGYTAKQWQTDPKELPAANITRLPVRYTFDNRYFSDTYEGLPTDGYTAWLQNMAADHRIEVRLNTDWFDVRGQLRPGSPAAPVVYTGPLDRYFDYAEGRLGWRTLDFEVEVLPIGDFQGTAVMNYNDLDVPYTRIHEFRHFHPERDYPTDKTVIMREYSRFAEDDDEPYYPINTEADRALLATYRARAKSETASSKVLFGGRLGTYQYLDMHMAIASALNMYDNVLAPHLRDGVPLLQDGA
GDH-TPI inh: inhibits GDH-TPI coupling enzymes, artifact for Mtb FBA screen; GDH-TPI coupled enzyme counterscreen, NADH absorbance; inhibition, % at 4.8 µM; 360,000 compounds, 1.2% hits; in the data active means inhibition above about 30%;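 further: 0% = DMSO wells and 100% = wells lacking the enzyme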
3CLpro inhibitor: SARS-CoV 3CLpro protease inhibition; 290,000 compounds, 0.14% hits; recombinant SARS-CoV 3CLpro, quenched FRET peptide cleavage; inhibition, % at 6 µM; AID 1706; in the data active means inhibition above about 12%
SSB-PriA inh: inhibitors of Klebsiella pneumoniae PriA binding to SSB C-terminal tail. AlphaScreen SSBct-PriA binding, biotinylated peptide. inhibition, % at 33 µM. 430,000 compounds, 0.6% hits; in the data active means inhibition mostly above about 37%, no sharp cut-off; inactive means mostly below about 20%;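 further: plate controls were negative control peptide for no effect and reference peptide for full effect; strong numbers were not always called active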
Mtb FBA inh: Mtb fructose-bisphosphate aldolase inhibition; P9WQA3; purified M. tuberculosis FBA, fluorescence read-out; inhibition, % at 1 µM; 360,000 compounds, 2.3% hits; in the data active means inhibition above about 27%;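 further: 0% = vehicle and 100% = reference inhibitor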
Target sequence (P9WQA3 whole entry, looked up): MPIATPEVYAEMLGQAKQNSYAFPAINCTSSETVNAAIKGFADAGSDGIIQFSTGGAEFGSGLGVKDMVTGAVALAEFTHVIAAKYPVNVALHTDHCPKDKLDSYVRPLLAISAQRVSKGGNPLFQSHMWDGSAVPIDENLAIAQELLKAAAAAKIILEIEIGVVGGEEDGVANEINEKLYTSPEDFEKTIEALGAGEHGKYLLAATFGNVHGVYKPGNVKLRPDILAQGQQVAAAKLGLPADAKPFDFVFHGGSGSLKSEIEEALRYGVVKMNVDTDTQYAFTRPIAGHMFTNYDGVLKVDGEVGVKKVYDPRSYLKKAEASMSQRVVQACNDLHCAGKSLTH
MazF activator: activators of E. coli MazEF toxin-antitoxin RNase. FAM/BHQ RNA-DNA oligo cleavage fluorescence, 5 h. activation, % at 20 µM. 350,000 compounds, 0.32% hits; in the data active means activation above about 50%
Target sequence (P0AE70 whole entry, looked up): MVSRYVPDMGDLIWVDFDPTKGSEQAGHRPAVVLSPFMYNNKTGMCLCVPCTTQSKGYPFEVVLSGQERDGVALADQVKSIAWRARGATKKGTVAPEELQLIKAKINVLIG
BH1578 lux ind: inducers of Vibrio cholerae quorum light production without autoinducers. activation, % at 18.7 µM. V. cholerae BH1578 lux reporter, luminescence, 6 h. 350,000 compounds, 0.16% hits; in the data active means activation mostly above about 9.7%, no sharp cut-off; further: not every result past the cut was called active; inactives centre near 0; reference of the scale not given here
VHR inh abs: blocks human VHR1 dual specificity phosphatase; P51452; recombinant VHR phosphatase, pNPP absorbance; inhibition, % at 13.3 µM; 290,000 compounds, 0.52% hits; in the data active means inhibition above about 50%; further: some compounds called inactive have numbers as strong as hits
Target sequence (P51452 whole entry, looked up): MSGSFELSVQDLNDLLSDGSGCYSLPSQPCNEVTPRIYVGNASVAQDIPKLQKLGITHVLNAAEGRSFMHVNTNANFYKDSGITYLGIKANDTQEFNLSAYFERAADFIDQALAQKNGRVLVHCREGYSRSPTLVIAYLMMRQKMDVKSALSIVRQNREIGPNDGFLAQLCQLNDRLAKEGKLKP
Mtb BioA inh: blocks M. tuberculosis BioA enzyme activity; inhibition, % at 9.99 µM; AID 602481; 360,000 compounds, 0.096% hits; purified M. tuberculosis BioA enzyme, plate reader; in the data active means inhibition above about 40%
An asterisk follows results filed as active; i = inactive; x = no result given; & = joins results of further samples. An excerpt; rates above refer to the full screens.

SMILES | Rv3671c inh | Mtb UGM inh | GDH-TPI inh | 3CLpro inhibitor | SSB-PriA inh | Mtb FBA inh | MazF activator | BH1578 lux ind | VHR inh abs | Mtb BioA inh
CCc1ccc(N(C(=O)c2snc(C(N)=O)c2N)C(C(=O)NC2CCCC2)c2ccco2)cc1 (centres undefined) | -4 | 1.9 | 5 | 3 | -4 | 3 | 12 | -2.1 | 21 | -0.7
C/C(=N\N1CCN(Cc2ccc(C)cc2)CC1)c1ccco1 | -18 | 3.8 | 2 | 2 | x | 1 | 4 | -0.3 | 30 | x
S=C(NCc1cccs1)NCC1CCCO1 (centres undefined) | x | x | 4 | 1 | 14 | 4 | 13 | -0.2 | -6 | x
CC1CCCCN1C(=O)COC(=O)c1ccc2ccccc2n1 (centres undefined) | 8 | -0.4 | -7 | x | -5 | 1 | 3 | -1.4 | x | -1.2
CN(C)c1ccc(N=Nc2ccccc2C(=O)OCC(=O)Nc2ccccc2C(F)(F)F)cc1 | x | x | 7 | -4 | 93 | -15 | -3 | -0.2 | -8 | -0.5
CCN1Cc2cc(OC)ccc2-c2ccccc2S1(=O)=O | x | x | -5 | x | 4 | 6 | -6 | -0.5 | x | -0.1
CSc1ccccc1NC(=O)COC(=O)Cc1cccs1 | 7 | -2.1 | 0 | 3 | -5 | 0 | 5 | -0.4 | 13 | x
CC1=NN(c2ccccc2)C(=O)/C1=C/c1cccc(C)c1 | -169 | -0.3 | 10 | 3 | 6 | 1 | 1 | -1.2 | 4 | 0.7
O=S(=O)(Nc1ccc2ccccc2n1)c1ccc2c(c1)CCO2 | 2 | 0.8 | 7 | 3 | 1 | 2 | 7 | i | 27 | x
Cc1ccc(S(=O)(=O)NCCC(=O)NCc2ccco2)cc1 | 2 | 1.3 | 0 | 3 | 1 | -2 | 8 | i | -11 | x
CC1(C(=O)NCc2ccc(Cl)cc2)CCN1C(=O)Cc1ccc(Cl)cc1Cl (centres undefined) | x | x | 11 | x | x | -2 | x | -0.3 | x | 1.9
COc1cccc(NC(=O)Cn2nc(Cc3cccnc3)c3ccccc3c2=O)c1 | -13 | -2.0 | -5 | -6 | -1 | 0 | 8 | i | 25 | 1.6
CCN(CC#CCC1(O)c2ccccc2-c2ccccc21)C(C)C | -13 | 1.6 | 9 | 2 | -3 | -3 | 3 | x | -9 | -1.7
N/N=C1\CCCc2nonc21 | 8 | 1.2 | -6 | -1 | x | 0 | 10 | i | 8 | x
Cc1cccc(NC(=O)c2cccc(C(F)(F)F)c2)c1 | -11 | -1.4 | 5 | 1 | -9 | 0 | 2 | 2.0 | 29 | x
CC1(OC(=O)C2CCCC2)C(=O)C=C2C=C(c3ccsc3)N(Cc3ccco3)C=C2C1=O (centres undefined) | -4 | 0.4 | 9 | x | -8 | -3 | -5 | -0.5 | 7 | 0.7
NC(=O)/C(=C\c1ccccc1)NC(=O)c1ccc(NC(=O)c2ccccc2)cc1 | -2 | 0.0 | 6 | -1 | -1 | 3 | 0 | i | 17 | x
COc1ccc(CCN(Cc2cc3cc(C)ccc3[nH]c2=O)C(=O)N2CCCC2)cc1OC | 1 | 1.9 | 17 | -2 | -12 | 2 | -2 | -0.3 | -4 | 0.1
Cc1cccc(NC(=O)CCn2ccnc2C)c1 | -3 | 0.2 | 14 | 4 | -10 | 5 | -3 | -0.1 | -14 | 8.9
COc1ccc(S(=O)(=O)N(C)C[C@H]2Oc3ccc(NC(=O)C4CC4)cc3C(=O)N([C@H](C)CO)C[C@@H]2C)cc1 | 7 | -3.3 | 0 | x | -2 | 0 | 4 | i | x | 3.1&-0.2
COC(=O)[C@H](CC(C)C)NC(=O)Nc1ccc(F)cc1 | 2 | 3.2 | -6 | 1 | -4 | 2 | 6 | -0.3 | 1 | x
CCOC(=O)Cc1csc(NC(=O)CN2C(=O)c3ccccc3S2(=O)=O)n1 | -4 | -0.9 | 3 | -2 | -18&7 | 2 | 2 | i | 5 | -1.2
COC(CN(C(=O)CCl)C(C(=O)NC1CCCCC1)c1ccccc1C)OC (centres undefined) | -1 | -3.2 | 2 | 1 | 0 | -3 | 1 | -5.9 | 1 | x
CCOC(=O)CNC(=O)Cn1cnc2ccc(S(=O)(=O)N3CCC(C)CC3)cc2c1=O | 5 | 1.9 | 1 | -6 | -22 | -2 | 7 | i | 29 | -0.9
Cc1nc2sccn2c(=O)c1S(=O)(=O)NCC1CCN(Cc2ccccc2Cl)CC1 | -5 | 2.3 | 8 | 4 | -16 | 4 | 2 | -0.2 | 10 | 6.0
COc1ccc(NC(=S)NNc2ccc([N+](=O)[O-])cc2S(=O)(=O)Nc2ccc(C)cc2C)cc1 | 29 | 0.8 | 8 | 8 | 62 | -4 | 1 | -0.1 | -8 | x
COc1cccc(NC(=O)CN(C)C(=O)c2ccccc2Sc2ccccc2C#N)c1 | -1 | -0.2 | 2 | x | 1 | 2 | -4 | i | x | -1.7
O=C(N/N=C/c1cccc(O)c1)c1ccccc1O | 3 | 7.5 | 16 | -3 | i | -2 | 0 | i | 9 | x
COc1cccc(CC(=O)Nc2ccc3c(c2)OC2(CCCC2)O3)c1 | -9 | 2.8 | -3 | x | 10 | -3 | -28 | i | x | -0.6
COc1cccc(COC(=O)c2sc3nc4n(c(=O)c3c2C)CCC4)c1OC | -9 | 0.9 | -5 | x | -5 | 2 | 26 | -1.4 | x | x
Cc1ccc(N2C(=O)N3[C@@H]4c5ccccc5OC[C@@H]4[C@@H](c4ccccc4)[C@@]3(C)C2=O)cc1 | -10 | -1.0 | -4 | x | 2 | 0 | -3 | -0.7 | x | -2.9
Cc1ccc(S(=O)(=O)NCCSc2nnc(N)s2)cc1 | -11 | -1.2 | 2 | 7 | -7 | 1 | -25 | i | 24 | x
Cc1nn(CC(=O)NCCN2CCOCC2)c(=O)c2cc3sccc3n12 | 3 | -2.0 | 1 | 0 | -7 | 2 | 1 | 0.9 | 38 | -0.3
COc1ccccc1CN1C[C@@H]2C[C@@H](c3ccc(C)cc3)N3CCC[C@@]23C1=O | -6 | 3.9 | 4 | 0 | -10 | 1 | -10 | -2.1 | 16 | 1.1
CC(C)(C)N1C(=O)[C@H]2[C@@H](c3ccc(Br)cc3)N3C(=O)N(c4ccccc4)C(=O)[C@@]3(C)[C@H]2C1=O | -1 | 1.1 | 3 | 0 | -2 | 2 | 0 | i | 44 | -0.9
Cc1nn(CC(=O)NCCCN2CCN(C)CC2)c(=O)c2cc(-c3ccccc3)nn12 | -5 | 0.8 | 3 | -3 | 3 | 1 | 10 | -6.2 | 18 | -1.4
COc1ccc(S(=O)(=O)N2CCOCC2)cc1NC(=O)c1cc(=O)[nH]c2ccccc12 | 1 | 3.1 | 5 | x | -1 | 2 | 0 | i | x | -1.3
C/C(=N\N1CCN(C2c3ccccc3-c3ccccc32)CC1)c1cccnc1 | 3 | -1.2 | 4 | 3 | x | 1 | -3 | -0.3 | 20 | 1.1
Cc1ccc(C)c(NC(=S)NCc2cccn2C)c1 | -3 | -2.8 | x | -3 | x | x | x | x | -12 | x
O=C1CC(N2CC=C(c3ccc(F)cc3)CC2)C(=O)N1c1ccc(F)cc1 (centres undefined) | -7 | 1.3 | 16 | -2 | 6 | -3 | 6 | -1.2 | 24 | 0.6
COc1ccc(C(C)(NC(C)=O)c2nc(-c3cccc(C(F)(F)F)c3)cs2)cc1 (centres undefined) | x | x | 4 | x | x | 0 | x | i | x | 0.2
COc1ccc(CNC(=O)Cc2csc(Nc3nc(=S)[nH]c4ccccc34)n2)cc1 | -15 | 2.6 | 16 | -6 | -1 | 4 | 5 | 12 | 33 | 0.1
Cc1nn(C)c(C)c1NS(=O)(=O)c1ccc(OC(F)(F)F)cc1 | -3 | 0.0 | -3 | x | -3 | 1 | 11 | i | x | -2.0
CC(C)c1nnc(NC(=O)C2CC(=O)N(CCc3ccc(F)cc3)C2)s1 (centres undefined) | -9 | -3.1 | -1 | -2 | -3 | 0 | 4 | -1.2 | -2 | 1.6
COc1ccc(OCC(=O)NCc2cccnc2)cc1 | 3 | 4.2 | 7 | 4 | 9 | -5 | 3 | -0.3 | -4 | -4.1
CCOC(=O)N1Cc2cc3ccccc3nc2C1 | x | x | 5 | x | x | -2 | 3 | i | x | x
COc1ccc(C(N)=O)cc1NC(=O)CC(O)(C(F)(F)F)C(F)(F)F | -2 | 0.9 | 16 | -3 | 2 | 1 | -4 | i | 7 | -1.8
COc1ccc(C2=NOC(COC(=O)c3ccc4ccccc4n3)C2)cc1 (centres undefined) | -14 | 0.7 | 9 | 2 | -8 | -1 | -1 | -0.3 | 8 | x
C#CCSc1nnc(-c2ccccc2)c(=O)[nH]1 | 8 | 2.6 | -1 | -5 | -11 | 7 | 7 | i | -5 | -1.5
CN(C)c1oc(-c2ccco2)nc1C#N | 1 | 1.3 | 16 | 3 | -13 | 127* | 0 | -0.2 | 22 | x
Cc1ccc(S(=O)(=O)N2N=C3CCCCC3C2(O)C(F)(F)F)cc1 (centres undefined) | -8 | 1.3 | -1 | -2 | -1 | 5 | 7 | i | 2 | x
COc1ccc(CCn2c(N3CCN(C)CC3)nc3c2c(=O)[nH]c(=O)n3C)cc1 | 5 | -0.3 | -3 | -8 | 3 | 0 | 7 | 3.0 | 32 | -0.8
COc1cccc(NC(=S)N2CCC(C(=O)c3ccc(F)cc3)CC2)c1 | x | x | -3 | x | -9 | 1 | 6 | -0.4 | x | 0.3
C[C@H](CO)N1C[C@H](C)[C@H](CN(C)C(=O)Nc2ccc(C(F)(F)F)cc2)Oc2c(NC(=O)c3ccncc3)cccc2C1=O | -10 | -1.6 | 8 | x | -1 | 1 | 0 | -1.2 | x | 0.1&-3.0
O=C(NC1CCCc2ccccc21)c1cccc(Br)c1 (centres undefined) | -7 | -3.0 | 6 | -1 | 6 | 1 | -33 | -0.3 | 1 | x
C[C@H](NC(=O)c1nc[nH]c1C(=O)N1CCNCC1)C(=O)OC(C)(C)C | -1 | -4.4 | 4 | x | -9 | 1 | 2 | i | x | 8.0
Cn1c(=O)c2c(nc(N/N=C/c3cccs3)n2Cc2ccc(Br)cc2)n(C)c1=O | 3 | 1.5 | 4 | 3 | i | 0 | -10 | 1.4 | 8 | -0.2
O=C(CSCCO)Nc1ccccc1 | 0 | 1.6 | -16 | -3 | -10 | -2 | -2 | i | 5 | -1.0
CCCCCNC(=O)c1ccc2c(=O)n(CC3CCCO3)c(=S)[nH]c2c1 (centres undefined) | 3 | 0.3 | 1 | 3 | 6 | 1 | 11 | -2.0 | 0 | x
CCOC(=O)C1=C(c2ccccc2)NC(=O)NC1c1cc(OC)c(OC)cc1OC (centres undefined) | -1 | -2.5 | 8 | -4 | 0 | 4 | 10 | i | 21 | -1.4
O=C(c1ccc(NS(=O)(=O)c2ccccc2)cc1)N1CCOCC1 | 6 | 0.8 | 0 | 7 | 0 | -2 | -14 | -0.1 | 2 | 2.9
COc1cccc(CC(=O)OCC(=O)N(C)CC(=O)Nc2ccc(F)cc2)c1 | -6 | 1.8 | -2 | x | -1 | 5 | -3 | -5.3 | x | x

4 entries already listed, ordered by heavy-atom count, rising.
SMILES | Rv3671c inh | Mtb UGM inh | GDH-TPI inh | 3CLpro inhibitor | SSB-PriA inh | Mtb FBA inh | MazF activator | BH1578 lux ind | VHR inh abs | Mtb BioA inh
CN(C)c1oc(-c2ccco2)nc1C#N | 1 | 1.3 | 16 | 3 | -13 | 127* | 0 | -0.2 | 22 | x
C[C@H](NC(=O)c1nc[nH]c1C(=O)N1CCNCC1)C(=O)OC(C)(C)C | -1 | -4.4 | 4 | x | -9 | 1 | 2 | i | x | 8.0
COc1ccc(C2=NOC(COC(=O)c3ccc4ccccc4n3)C2)cc1 (centres undefined) | -14 | 0.7 | 9 | 2 | -8 | -1 | -1 | -0.3 | 8 | x
COc1cccc(CC(=O)OCC(=O)N(C)CC(=O)Nc2ccc(F)cc2)c1 | -6 | 1.8 | -2 | x | -1 | 5 | -3 | -5.3 | x | x
